From PubChem BioAssay
Luc counter: counter-screen: inhibitors of Kinase-Glo firefly luciferase; actives 0.28% (n = 200,000); Potency, µM (doses to about 38.3 µM), without a hit: at the highest dose activity change, negative = inhibition, usual class: inhibitors; Kinase-Glo luciferase, ATP luminescence, 8 min; Q27757; AID 1379; note: potency is the fitted concentration of half-maximal effect; % is set by controls: 0 for no effect and ±100 for the full control effect; nearly all actives have a fitted effect of over 60% in size
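Light output from Kinase-Glo luciferase with luciferin and 10 uM ATP in 50 mM imidazole pH 7.2, KCl, MgCl2, Tween 20, BSA; compound pin-delivered, 8-min ambient incubation, then luminescence read.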
NPSR antag: blocks cAMP signaling of the human neuropeptide S receptor | CHO-NPSR cells, cAMP TR-FRET, antagonist mode | Potency, µM (titrated, usually from 38.3 µM), for the others: at the highest dose activity change, negative = inhibition, actives largely listed as inhibitors | actives 1% (n = 220,000) | AID 1461; note: potency is the fitted concentration of half-maximal effect; % is set by controls: 0 for no effect and ±100 for the full control effect; nearly all actives have a fitted effect of over 50% in size; many of its hits are not listed in these tables
HttQ103 aggreg: inhibitors of mutant huntingtin aggregate formation in PC12 cells. PC12 HttQ103-GFP aggregates, Acumen cytometry, 40 h. Potency, µM (series often up to 46.1 µM), for inactives: at the top dose activity change, negative = inhibition, most hits filed as inhibitors. actives 1.1% (n = 220,000). AID 1688; note: potency is the fitted concentration of half-maximal effect; % is set by controls: 0 for no effect and ±100 for the full control effect; nearly all actives have a fitted effect of over 60% in size
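Inducible Q103 Huntingtin exon 1–GFP PC12 line, 1500 cells/well in phenol red free DMEM with 5% equine and 5% calf serum. Tebufenozide 100 nM induced expression; compounds titrated; aggregates quantified by cytometry.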
IMPase Li inh: IMPase inhibition in cells with lithium potentiation; CHO-M1 cells, IP1 TR-FRET (IP-One), carbachol + lithium; Potency, µM (highest dose often 59.4 µM), for inactives: at the highest dose activity, negative = IMPase inhibition, hits mostly inhibitors; actives 0.35% (n = 210,000); AID 1457;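 note: IP1 builds up when IMPase is blocked and the TR-FRET signal falls; potency is the fitted concentration of half-maximal effect; plate controls were basal vehicle for no effect and high inhibitor control for full effect; nearly all actives have a fitted effect of over 50% in size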
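CHO cells stably expressing M1 receptor (2000/well) were cultured 16–30 h, then exposed to compounds with a small lithium addition for 30 min at 37C. IP1 was measured by TR-FRET competition; AC50 from Hill fits.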
L3MBTL1 inh: blocks human L3MBTL1; Q9Y468; AlphaScreen L3MBTL1–H3K9me1 peptide binding; AID 485360; Potency, µM (highest dose often 57.1 µM), for the others: top-dose activity, negative = inhibition, usual class: inhibitors; actives 0.66% (n = 230,000); note: potency is the fitted concentration of half-maximal effect; % is set by controls: 0 for no effect and ±100 for the full control effect; nearly all actives have a fitted effect of over 60% in size
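AlphaScreen assay: L3MBTL1 (50 nM final) was preincubated 30 min at room temperature with biotinylated H3(1-15)K9me1 peptide (75 nM final), then 30 min with library compounds; streptavidin donor and nickel chelate acceptor beads (10 ug/mL final) added, 30 min dark.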
Epigenetic derep: epigenetic control regulation, reporter derepression. murine LDR cells, GFP reporter derepression, 30 h. Potency, µM (highest dose often 53.9 µM), for inactives: at the highest dose GFP activation, most hits filed as activators. actives 0.2% (n = 280,000). AID 1865; note: potency is the fitted concentration of half-maximal effect; % of control where 0% means no effect; nearly all actives have a fitted effect of over 60% in size
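GFP-positive cell count by laser-scanning cytometry (objects 20–120 um) after 30 h, 37 C compound exposure of murine LDR cells; reporter is CMV-GFP integrated at a silenced locus, inducible by HDAC or DNMT inhibitors.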
CBFb RUNX1 block: inhibitors of human CBF-beta and RUNX1 interaction; Potency, µM (doses to about 59.8 µM), inactives show at the highest dose activity, negative = inhibition, actives largely listed as inhibitors; Q01196+Q13951; 230,000 tested, under 10 active; AID 1477; AlphaScreen CBFb-His/RUNX1-biotin binding, biochemical; note: % of control where 0% means no effect
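AlphaScreen proximity signal reports loss of binding between His-tagged CBF-beta and biotin-labelled RUNX1, each at 30 nM. Proteins are pre-associated for 20 minutes, compounds added for 15 minutes, then beads for 90 minutes, all at ambient temperature.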
Numbers without * were called inactive; ? = inconclusive; · = no result given; & = joins results of further samples; [ ] = another dose, or the depositor's remark. Calls come from the whole dose curve; as a rule, active = well fitted curve in the direction sought with a large enough effect; inconclusive = small, poorly fitted or top-dose-only effect, or another doubt; inactive = no such curve, though single readings can be large; an effect the other way counts as inactive or inconclusive. Only part of the results is shown; count on the stated rates, not on these rows.

structure,Luc counter,NPSR antag,HttQ103 aggreg,IMPase Li inh,L3MBTL1 inh,Epigenetic derep,CBFb RUNX1 block
CCN=C1NN=C(c2ccc(C)cc2)CS1,-14%,-10%[46.1 µM],-4%,-17%[38.3 µM],-1%,5.7%,-6%
Cn1cc(Br)c(C(=O)n2cc(Br)cn2)n1,-4%,-19%,0%[9.22 µM],-3%,-1%,2.2%,-1%
O=C1c2ccccc2C(=O)N1Cc1nc2ccccc2c(=O)n1Cc1ccco1,2%,5%[46.1 µM],1%,2%[38.3 µM],1%,0.7%,-1%
CCC(Sc1nc2cc3c(cc2c(=O)n1Cc1ccco1)OCO3)C(=O)Nc1cccc(OC)c1 (stereo unspecified),-6%,-14%[46.1 µM],-42%,1%[38.3 µM],3%,11%,1%
CC1CC(NC(=O)c2ncn[nH]2)CC(C)(C)C1 (stereo unspecified),-1%,7%[46.1 µM],7%,16%[38.3 µM],30%,0.0%,-6%
COc1cc(/C=C/C(=O)OCC(=O)NCc2cccs2)ccc1OCC#N,6%,2%,20%,3%,14%,0.0%,27%
CCc1ccc(NC(=O)CSc2nnc(SCC(=O)Nc3ccc(CC)cc3)n2N)cc1,-3%,-1%[46.1 µM],-32%,18%[38.3 µM],·,-1.0%,3%
Cc1ccc(C(=O)c2oc3ccccc3c2NC(=O)c2cc(-c3ccccc3O)n[nH]2)cc1,2%,-46%,-14%,2%,4%,0.0%,-1%
COCCCC1CCN(Cc2nc(Cc3ccccc3Cl)no2)CC1,1%,29%,1%[9.22 µM],1%,-7%,-3.9%,-4%
Cc1noc(C)c1COc1ccc(C(=O)Nc2cccnc2)cc1,-3%,-2%,11%,36%[activator],34%[activator],-1.5%,0%
CC(C)(C)SCCNS(=O)(=O)c1ccc(Cl)cc1,-1%,-32%,-9%,13%,5%,2.2%,7%
CCC(=O)N1CCN(c2ccccc2NC(=O)Cc2ccc(Cl)cc2)CC1,0%,-18%[46.1 µM],-4%,23%[38.3 µM],1%[11.4 µM],-2.1%,4%

Some entries already given, reduced to Epigenetic derep.
molecule | Epigenetic derep
CCC(Sc1nc2cc3c(cc2c(=O)n1Cc1ccco1)OCO3)C(=O)Nc1cccc(OC)c1 (stereo unspecified) | 11%
CC1CC(NC(=O)c2ncn[nH]2)CC(C)(C)C1 (stereo unspecified) | 0.0%

Continued.
structure,Luc counter,NPSR antag,HttQ103 aggreg,IMPase Li inh,L3MBTL1 inh,Epigenetic derep,CBFb RUNX1 block
COc1ccc(CCNC(=O)C2CCCN(c3nc(C)cc(C)n3)C2)cc1 (stereo unspecified),5%,-6%,1%,12%,-3%,-1.2%,11%
COc1ccc(CCNC(=O)CN(c2ccc(OC)c(OC)c2)S(C)(=O)=O)cc1OC,0%,7%[46.1 µM],?,26%[38.3 µM],9%,1.1%,5%
Cc1cccc(NC(=S)N(CCN(C)C)Cc2cc3cccc(C)c3[nH]c2=O)c1,3%,-10%[46.1 µM],2%,-1%,-7%,0.0%,-4%
O=C(O)CCc1nc(-c2ccc(Cl)cc2)no1,0%,2%[46.1 µM],16%,-8%[38.3 µM],5%,-1.0%,6%
O=C(COC(=O)CNC(=O)c1ccccc1)Nc1ccc(F)c([N+](=O)[O-])c1,0%,12%,-1%,-3%,49%[activator],0.0%,-13%
CC(=O)N1CCN(S(=O)(=O)c2cccc(C(=O)NC3CCC(C)CC3)c2)CC1 (stereo unspecified),0%,5%,21%,1%,2%,1.7%,5%
Cc1ccccc1C(=O)NCCNc1ccc([N+](=O)[O-])cc1,1%,-8%,?,13%,-5%[11.4 µM],0.9%,4%
CCSc1nc(O)c(C2OC(=O)c3c2ccc(OC)c3OC)c(=O)n1CC (stereo unspecified),·,-8%[46.1 µM],19%,·,-3%,-7.0%,10%
CCOc1cccc(-c2nnc3sc(-c4ccc(C)cc4)nn23)c1,-2%,-22%[46.1 µM],-14%,-4%[38.3 µM],0%,0.0%,10%
CCOC(=O)c1cc2occc2n1CC(=O)N1CCN(C(=O)c2ccco2)CC1,-4%,5%[46.1 µM],0%,2%[38.3 µM],-4%,0.0%,13%
CCCn1c(N2CCN(C(=O)Nc3ccccc3)CC2)nc2ccccc21,-1%,31%,10%[9.22 µM],2%,-1%,9.1%,5%
C=CCn1cc(C(=O)NCCOC)c(=O)c2cc(S(=O)(=O)N(CC)CC)ccc21,0%,-16%[46.1 µM],-13%,19%[38.3 µM],5%,-9.5%,6%
CCn1c(-c2cc(-c3ccc(OC(C)C)cc3)nc3ccccc23)n[nH]c1=S,-3%,-11%[46.1 µM],-1%,21%[38.3 µM],·,-1.1%,2%
Cn1cccc1C(=O)OCC(=O)Nc1ccc2c(c1)CCC2,15%,-13%[46.1 µM],9%,8%[38.3 µM],-9%,0.0%,6%
C[C@H](C(=O)O)c1cccc(C(=O)c2ccccc2)c1,5%,·,·,6%&13%,2%,1.1%&1.1%,?
Cc1ccccc1-n1c(C)cc(/C=N/NC(=O)c2ccc(CN3CCOCC3)cc2)c1C,8%,?,9%,12%,-13%,-15%,5%
O=C(Nc1ccccc1Cl)c1ccn[nH]1,-7%,4%[46.1 µM],-15%,-27%[38.3 µM],0%,3.8%,8%
O=S(=O)(O)c1ccc(N=Nc2ccccc2)cc1,-1%[7.66 µM],0%,19%[9.22 µM],1%,-6%,0.4%,4%
O=C(Cn1cnc2c(cnn2-c2ccc(Cl)cc2)c1=O)NCCc1ccccc1,0%,1%[46.1 µM],29%,13µM*,-2%,-1.7%,3%
COc1ccc(/C=C\c2nc(=O)c3ccccc3o2)cc1,3%,-18%,-11%,3%,·,-1.1%,6%
CCC1(CC)C(=O)NC(=O)NC1=Nc1ccccc1,1%,17%,-1%,-2%,22%,-6.4%,0%
Cc1nn(Cc2c(Cl)cccc2Cl)c(C)c1NC(=O)/C=C/c1cnn(C)c1C,0%,-11%[46.1 µM],9%,0%[38.3 µM],-5%,-0.7%,0%
CC(C)CCn1c(CN(C)Cc2ccccc2)nc2c1c(=O)n(C)c(=O)n2C,·,-20%[46.1 µM],-6%,·,-5%,3.5%,1%
O=C(CNC(=S)N(Cc1ccccc1)Cc1cccnc1)NCCN1CCOCC1,-2%,-8%,-2%,-1%,·,0.2%,2%
COc1ccccc1NC(CC(=O)c1ccccc1)C(=O)OCC(=O)c1ccc(C)c(C)c1 (stereo unspecified),2%,-9%,-4%,4%,-9%,0.0%,-13%
Fc1ccc(-c2nnc3ccc(N4CCc5ccccc5C4)nn23)cc1,1%,-20%[46.1 µM],21%,-4%[38.3 µM],·,0.0%,-1%
CCN(CC)S(=O)(=O)c1ccc(Cl)c(NC(=O)COC(=O)c2c(C)noc2C)c1,-2%,6%,11%,19%,5%,2.0%,3%
COc1ccc(C(CCN2CCCCC2)c2c(O)cc(OC)cc2OC)cc1 (stereo unspecified),·,8%,-12%[9.22 µM],·,·,1.1%,25%&1%
COc1cc(CCN2C(=O)c3cccc4cccc(c34)C2=O)c(S(=O)(=O)N2CCC(C)CC2)cc1OC,2%,-24%,-4%,5%,-8%,-1.0%,-3%
CC(=O)Nc1ccc(C(=O)OCC(=O)/C(C#N)=C(\C)N)cc1,-1%,3%,2%,0%,·,1.9%,12%
Cc1ccc(-c2nc(NCc3ccc(F)cc3)n(S(C)(=O)=O)n2)cc1,-2%,-6%,-3%,0%,-7%,-0.6%,9%
O=C(c1ccco1)N1CCN(C(=O)N2CCCC2)CC1,-5%,-17%,-15%[9.22 µM],-11%,-9%,-1.1%,-3%
O=C(NCC1CCCO1)c1onc(CSc2ccc(F)cc2)c1C(=O)O (stereo unspecified),6%,3%[46.1 µM],0%,-2%[38.3 µM],2%,-0.9%,3%
O=C(N/N=C/c1ccccn1)c1cc(-c2ccccc2Cl)n[nH]1,0%,-10%,?,-2%,·,-1.1%,?
COc1cc(NCc2ccccc2O)c2ncccc2c1,·,0%,-1%[9.22 µM],·,?,0.1%,-5%
N#CCCN(Cc1ccccc1)C(=O)Nc1ccc2c(c1)CCO2,·,8%,1%[9.22 µM],·,-11%,2.1%,10%
CCCOc1ccc(N2C(=O)CC(N(Cc3ccccc3)N=O)C2=O)cc1 (stereo unspecified),·,-15%,30%[9.22 µM],·,-3%,6.6%,4%
Cc1ccc(C2CC(c3ccc(Cl)cc3)=NNC2=O)cc1 (stereo unspecified),2%,-9%[46.1 µM],-3%,43%[activator][38.3 µM],·,0.0%,-8%
CCOc1ccc(-c2cc(N3C(=O)Nc4ccccc4N3O)on2)cc1,-1%,2%[46.1 µM],-11%,12%[38.3 µM],·,-1.0%,3%
NC(=O)Cn1nnc(-c2ccccc2NC(=O)c2cnccn2)n1,-2%,6%[46.1 µM],-2%,2%[38.3 µM],·,1.4%,0%
S=C(Nc1cccc(Cl)c1)N(CCCN1CCCC1)Cc1cccn1Cc1ccc(Cl)cc1,1%,10µM*,?,21%,·,-0.1%,-4%
c1ccc2c(c1)nc1n2CCS1,-2%,-13%[46.1 µM],-17%,20%[38.3 µM],·,-1.0%,2%
Cn1c(N)c(C(c2ccccc2)c2c(N)n(C)c(=O)n(C)c2=O)c(=O)n(C)c1=O,-1%,12%,13%,1%,16%,2.6%,?
COc1ccccc1N1CCN(C(=S)Nc2ccc3nc(N4CCOCC4)cc(C)c3c2)CC1,0%,0%,5%,10%,·,4.2%,-13%
Cc1ccnc(SCc2nc3ccccc3s2)n1,-3%,-7%[46.1 µM],5%,19%[38.3 µM],·,0.0%,5%
CCCn1c(=O)[nH]c2ccccc21,2%,-4%[46.1 µM],16%,-1%[38.3 µM],·,-0.2%,0%
COCCNc1c2c(nc3c(-c4ccccc4)c(C)nn13)CCC2,·,?,12%[9.22 µM],·,12%,-1.0%,11%
NCCSc1c(-c2ccc(F)cc2)[nH]c2ccccc12,·,-16%,-9%[9.22 µM],·,-24%,-1.0%,-6%
NNC(=O)CN1C(c2ccc(Cl)cc2)=Nc2ccc(Br)cc2C1c1ccccc1 (stereo unspecified),-5%,-28%[46.1 µM],-15%,1%[38.3 µM],-10%,1.9%,-16%
Cn1c(=O)c2cc(S(=O)(=O)N3CCOCC3)ccc2n(C)c1=O,0%,-15%[46.1 µM],-17%,21%[38.3 µM],-3%,-1.1%,4%
